Assay outcomes from PubChem BioAssay.
KCNQ2 block – KCNQ2 potassium channel inhibitors, primary screen, cell-based, CHO-K1, FluxOR thallium flux, B-score (AID 2156). Potassium voltage-gated channel subfamily KQT member 2 (Rattus norvegicus), O88943. 20 min; stronger effect = lower value. B-score at 10 µM. 310,000 tested, 1.1% active;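 active = fluorescence ratio B-score at most minus 3 library SDs, with starting brightness B-score within 2 library SDs, cut at about -5.5 in these data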
Kir21 inh – inhibitors of mouse Kir2.1 inward-rectifier potassium channel. Inward rectifier potassium channel 2 (Mus musculus), P35561. HEK293-Kir2.1, FluxOR thallium flux fluorescence; stronger effect = lower value. B-score at 10 µM. 310,000 tested, 0.85% active;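 active = fluorescence ratio B-score at or below minus 3 SD of library scores, with starting-brightness B-score within 2 SD, cut at about -4.2 in these data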;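 also: channel flux triggered by added potassium and thallium sulfate stimulus; B-score of peak minus minimum fluorescence over baseline after thallium stimulus; more negative B-score means stronger Kir2.1 block with less thallium influx; some compounds called inactive have numbers as strong as hits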
Target sequence (P35561 whole entry, looked up): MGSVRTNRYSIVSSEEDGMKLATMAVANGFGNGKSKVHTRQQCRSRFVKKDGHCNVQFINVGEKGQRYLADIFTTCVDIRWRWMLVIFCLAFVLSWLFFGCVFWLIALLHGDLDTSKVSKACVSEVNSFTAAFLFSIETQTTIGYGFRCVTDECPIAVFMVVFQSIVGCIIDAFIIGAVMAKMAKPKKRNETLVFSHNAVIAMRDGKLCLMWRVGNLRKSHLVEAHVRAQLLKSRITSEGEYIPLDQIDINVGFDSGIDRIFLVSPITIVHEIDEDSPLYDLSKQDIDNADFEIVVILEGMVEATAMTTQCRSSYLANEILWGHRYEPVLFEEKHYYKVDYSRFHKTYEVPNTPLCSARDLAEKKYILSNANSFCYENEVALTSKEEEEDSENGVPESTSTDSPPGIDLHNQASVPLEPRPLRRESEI
CHT block – inhibitors of human choline transporter CHT. CHT-expressing cells, membrane potential dye, choline response; stronger effect = lower value. B-score at 10 µM. 310,000 tested, 0.86% active. AID 488975, 2010;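 active = B-score over 3 SD under the library average, and starting fluorescence ratio not unusually high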;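 also: choline stimulus applied at its EC90 after an EC20 pre-addition; B-score computed on integrated fluorescence ratio after choline addition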
Target sequence (Q9GZV3 whole entry, looked up): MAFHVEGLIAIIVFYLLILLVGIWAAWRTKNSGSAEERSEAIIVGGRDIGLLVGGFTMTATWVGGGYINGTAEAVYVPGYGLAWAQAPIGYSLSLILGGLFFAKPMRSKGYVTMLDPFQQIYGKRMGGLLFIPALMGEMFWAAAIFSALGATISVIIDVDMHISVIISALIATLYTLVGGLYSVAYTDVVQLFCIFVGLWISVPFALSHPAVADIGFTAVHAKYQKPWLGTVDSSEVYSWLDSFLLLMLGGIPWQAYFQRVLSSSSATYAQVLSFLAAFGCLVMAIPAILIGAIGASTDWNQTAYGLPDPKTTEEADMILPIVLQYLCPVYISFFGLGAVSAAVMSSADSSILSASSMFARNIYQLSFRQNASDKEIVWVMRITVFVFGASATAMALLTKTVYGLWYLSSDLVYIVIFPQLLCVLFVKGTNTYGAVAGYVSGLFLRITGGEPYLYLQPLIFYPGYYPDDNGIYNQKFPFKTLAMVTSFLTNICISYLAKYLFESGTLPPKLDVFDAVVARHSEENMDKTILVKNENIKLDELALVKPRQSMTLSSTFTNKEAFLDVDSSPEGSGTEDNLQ
The depositor's hits bear a star; i = inactive.

Start of the data: the first two entries (preview)
SMILES	KCNQ2 block	Kir21 inh	CHT block
CN(C)c1ccc(NC(=O)CN2CCC(C(=O)c3ccc(F)cc3)CC2)cc1	i	2.2	i
COc1ccccc1Oc1ccc(S(=O)(=O)N2CCCCC2)cc1NC(=O)CCNC(C)=O	i	-0.36	i

The list itself, previewed entries included:
SMILES	KCNQ2 block	Kir21 inh	CHT block
CN(C)c1ccc(NC(=O)CN2CCC(C(=O)c3ccc(F)cc3)CC2)cc1	i	2.2	i
COc1ccccc1Oc1ccc(S(=O)(=O)N2CCCCC2)cc1NC(=O)CCNC(C)=O	i	-0.36	i
Cc1cccc(-n2c(-c3cccc([N+](=O)[O-])c3)nc3nc4ccccc4nc32)c1	i	1.04	i
O=C(NCC(c1cccnc1)N1CCN(c2ccccc2F)CC1)OCc1ccccc1 (stereo not given)	i	-0.31	i
O=C(NC12CC3CC(CC(C3)C1)C2)c1ccc(-c2ccc(Cl)cc2)o1	i	-0.29	i
Cc1[nH]c2ccccc2c1-c1csc(NC(=O)CN2CCOCC2)n1	i	0.67	i
Cc1ccccc1Cc1n[nH]c(=S)n1N	i	0.08	i
O=C(N/N=C/c1ccc(Cl)cc1)c1nc2ccc([N+](=O)[O-])cc2c(=O)[nH]1	i	0.03	i
Cc1ccc(-n2[nH]c(C)c(/C=N/c3ccccn3)c2=O)cc1	i	0.43	i
N=C1S/C(=C\c2ccccc2F)C(=O)N1c1ccc(F)cc1	i	-0.86	i
CN(Cc1cccs1)C(=O)Cn1cnc2cc([N+](=O)[O-])ccc2c1=O	i	-0.7	i
CCn1cc(C(=O)O)c(=O)c2cnc(N3CCN(C(=S)Nc4ccccc4Cl)CC3)nc21	i	-0.82	i
COc1cc(C(=O)OCC(=O)c2c[nH]c3ccccc23)ccc1OCC(=O)N1CCOCC1	i	2.31	i
Cc1ccc(C(=O)NCCCN2CCOCC2)c(C)c1	i	0.56	i
OC(CNCCc1ccc(Cl)cc1Cl)COc1ccccc1 (stereo not given)	i	-5.54*	i
Cc1nn(CCCC(=O)NCCc2ccc(Cl)cc2)c(=O)c2nn(-c3ccccc3)c(C)c12	i	-0.37	i
O=C(Nc1ccncc1)c1ccc(Cl)c(Cl)c1	i	-0.41	i
CCN(Cc1ccccc1)c1ccc(/C=N/NS(=O)(=O)c2ccc(C)c([N+](=O)[O-])c2)cc1	i	1.03	i
O=C(O)/C=C\c1ccccc1Oc1ccc(F)cc1	i	-1.29	i
Cc1ccc(S(=O)(=O)N(C)C)cc1NC(=O)CN1CCCC1	i	-0.44	i

Entries of single compounds, looked up by structure. Order of screens: KCNQ2 block, Kir21 inh, CHT block
`N=C1S/C(=C\c2ccccc2F)C(=O)N1c1ccc(F)cc1` is listed with i, -0.86, i
`Cc1ccc(S(=O)(=O)N(C)C)cc1NC(=O)CN1CCCC1` is listed with i, -0.44, i
`Cc1ccc(C(=O)NCCCN2CCOCC2)c(C)c1` is listed with i, 0.56, i
`O=C(Nc1ccncc1)c1ccc(Cl)c(Cl)c1` is listed with i, -0.41, i

(next part)
SMILES	KCNQ2 block	Kir21 inh	CHT block
C1=CC2=NC34CCCCC3CC3=C(CCCC3)N4C2=CC1=NC1CCCCC1 (stereo not given)	i	0.06	i
COC(=O)c1cc(N=C(N)N=C(N)N)cc(C(=O)OC)c1	i	0	i
CCOC(=O)CCC(NC(=O)CCCCC(=O)NC(CCC(=O)OCC)C(=O)OCC)C(=O)OCC (stereo not given)	i	-0.02	i
Cc1cc(NC(=O)c2cc(F)c(F)cc2Cl)no1	i	1.09	i
Cc1cccc2sc(N(CCCN(C)C)C(=O)COc3ccc(Cl)cc3)nc12	i	-2.35	i
CCc1cccc(CC)c1NC(=O)c1cccc(NC(=O)c2ccccc2)c1	i	1.29	-5.63*
C=CCNC(=S)NNC(=O)c1csc(C)c1C	i	0.4	i
CN(C)CCNC(=O)C(=O)NCC(c1ccc2c(c1)OCO2)N1CCN(c2ccc(F)cc2)CC1 (stereo not given)	i	-0.01	-5.5*
Fc1ccc2c(c1)/C(=N/Nc1ccccn1)CCS2	i	0.81	i
O=C(COC(=O)/C=C/c1cnc2ccccc2n1)NCC(F)(F)F	i	2.95	i
O=Cc1cccc(OC(=O)/C=C/c2ccco2)c1	i	0.02	i
CCO/N=C1\C(=O)N(c2ccccc2)c2ccccc21	i	0.54	i
COC(=O)C1=C(N)c2ccccc2C1(C#N)c1ccccc1 (stereo not given)	i	-1.08	i
CCNC(=O)CN1c2cccc3cccc(c23)S1(=O)=O	i	-0.45	i
COc1ccc(NC(=O)c2ccc(COCC(F)(F)C(F)F)cc2)cc1	i	-0.96	i
COc1ccc(OCc2n[nH]c(=S)n2N)cc1	i	-0.12	i
CC(C)(C)c1nc2ccccc2c2nnc(SCC(=O)Nc3nc4ccccc4s3)n12	i	0.06	i
CCCCNC(=S)NCc1ccc2[nH]c(C)cc2c1	i	0.02	i
Nc1cc(Cl)ccc1Oc1ccc(Cl)cc1	i	0.34	i
Cc1ccc(-c2nn(CCC(N)=O)c(=O)c3ccccc23)cc1	i	-1.76	i
CCOC(=O)C1C(=O)NC(c2ccccc2)=NC1c1ccc(Cl)cc1 (stereo not given)	i	-0.01	i
C/C(=N\NC(=O)c1ccn(C)n1)c1cccc(NC(=O)c2ccc(C)s2)c1	i	-0.04	i
CCOC(=O)c1cnn2c(C(F)F)cc(C3CC3)nc12	i	0.66	i
N[C@H]1C(O)O[C@H](CO)[C@@H](O)[C@@H]1O (stereo not given in full)	i	-0.13	i
O=[N+]([O-])c1ccc(N2CCCCCC2)c(S(=O)(=O)N2CCCCC2)c1	i	-0.6	i
Cc1c(Br)c([N+](=O)[O-])nn1CCCC(=O)Nc1sc2c(c1C(N)=O)CCC(C)C2 (stereo not given)	i	1.76	i
O=S(=O)(/N=C(/NS(=O)(=O)c1ccccc1)c1ccccc1)c1ccccc1	i	0.15	i
CCOc1ccccc1OCC(=O)O	i	2.18	i
O=C(O)c1cn(Cc2cccnc2)c(=O)c2ccccc12	i	0.84	i
Cc1cc(Cl)ccc1OCC(=O)NCC(c1cccs1)N1CCOCC1 (stereo not given)	i	-1.17	i
CCN(C(=O)CSc1nnc2ccccn12)c1c(N)n(Cc2ccccc2)c(=O)[nH]c1=O	i	-0.02	i
O=C(Nc1nnc(SCc2ccccc2)s1)c1cc2c(s1)CCCC2	i	-0.15	i
COc1cc(O)c(C(CC(=O)N2CCCC2)c2ccc3c(c2)OCO3)c(OC)c1 (stereo not given)	i	2.93	i
O=C(CCc1ccc(S(=O)(=O)N2CCOCC2)cc1)N/N=C/c1ccc(F)cc1F	i	0.11	i
CC(NC(=O)c1ccc(Cl)cc1)C(=O)NC1=NCCS1 (stereo not given)	i	0.61	i
CCN(CC)C(=O)N1CCC(NC(=O)c2ccc(C(C)(C)C)cc2)CC1	i	-0.2	i
CC1CCCN(c2ccc(F)cc2N)C1 (stereo not given)	i	-2.09	i
CCn1c(SCC(=O)Nc2cc(C)on2)nc2sc3c(c2c1=O)CCCC3	i	-1.78	i
Cn1cc(Br)c(C(=O)NC2CCCCC2)n1	i	-0.48	i
COc1ccc(-c2csc(-c3[nH]cnc3N)n2)cc1	i	-2.17	i
CC(C)N(C(=O)CSc1ncnc2sc(-c3ccccc3)cc12)C(C)C	i	2.91	i
Cc1cccc(C(=O)N2CCNC(=O)C2CC(=O)Nc2cccc(Cl)c2)c1 (stereo not given)	i	-0.15	i
Cc1ccc(-n2[nH]c(C)c(C=Nc3ccc(S(=O)(=O)Nc4nccs4)cc3)c2=O)cc1C	i	2.72	i
CSc1cccc(NC(=S)NC(=O)CCc2ccccc2)c1	i	1.05	i
O=C(O)c1cc(-c2ccc(-c3ccc(F)cc3)o2)nc2ccccc12	i	-0.49	i
O=C(c1ccc(F)cc1)C1CCN(C(=O)c2ccccc2)CC1	i	0.63	i
Cc1c(C(=O)Nc2ccccc2F)sc2ncn(CC(=O)N3CCCCC3)c(=O)c12	i	-1.41	i
COc1ccccc1OCCCC(=O)Nc1nnc(C2CCCO2)s1 (stereo not given)	i	-0.22	i
CN(C(=O)CN1C(=O)/C(=C/c2ccccc2Cl)SC1=S)C1CCS(=O)(=O)C1 (stereo not given)	i	0.08	i
O=C(O)c1cccnc1	i	-0.41	i
CCc1sc(C(=O)NCc2cc(C)n(C)n2)cc1Br	i	0.58	i
CC(C)(C)NNC(=S)Nc1cccc(C(F)(F)F)c1	i	-0.75	i
COCCCn1c(SCC(=O)Nc2cccc(C)n2)nnc1-c1ccco1	i	-0.4	i
CC(=O)NS(=O)(=O)c1ccc(NC(=O)CSc2ccc(C)cc2)cc1	i	0.34	i
CSc1nsc(SC)c1C(=O)NCCNS(=O)(=O)c1ccc(C)cc1	i	0.66	i
NC(=O)c1ncc(C(F)(F)F)cc1Oc1cccc(C(F)(F)F)c1	i	-0.91	i
COc1ccccc1/C=C/C(=O)Nc1ccc2c(c1)CCC2	i	2.23	i
Cn1c2c(c(=O)n(C)c1=O)CN(Cc1ccc3c(c1)OCO3)CN2	i	0.27	i
CCN(CC)S(=O)(=O)c1ccc2[nH]cc(C(=O)NCCc3ccccc3)c(=O)c2c1	i	-1.66	i
Cc1ncc(CO)c2cc(C(=O)Nc3ccccc3Cl)c(=Nc3cccc(C(N)=O)c3)oc12	i	-0.86	i
Next records.
SMILES	KCNQ2 block	Kir21 inh	CHT block
Cc1cc(C)c(S(=O)(=O)N2CCOCC2)c(C)c1N(C)S(=O)(=O)c1ccccc1	i	-0.2	i
C=CCNC(=O)/C(C#N)=C/c1ccc2c(c1)OCCO2	i	-1.77	i
COc1ccc(CCNCCN2CCOCC2)cc1	i	-0.37	i
COc1ccccc1OC(C)C(=O)N1CC(=O)Nc2ccccc21 (stereo not given)	i	2.33	i
O=C1c2ccccc2S(=O)(=O)c2cc(C(=O)N(c3ccccn3)c3ccccn3)ccc21	i	0.03	i
CS(=O)(=O)c1nc(S(=O)(=O)c2ccc(Cl)cc2)c(N2CCN(CCO)CC2)s1	i	-0.51	i
COc1ccc(-c2csc(NC(=O)Cc3cc(OC)c(OC)c(OC)c3)n2)cc1OC	i	-0.66	i
Cc1ccc(OCc2nc(C#N)c(N3CCCCC3)o2)cc1	i	-2.54	i
CCCCOC(=O)CSc1nnc(-c2ccc(Cl)cc2Cl)o1	i	0.01	i
CCOC(=O)Cn1c(=O)cc(C)c2ccccc21	i	0.2	i
O=C(NCc1ccc(F)cc1)C1CC(=O)N(CCc2ccccc2)C1 (stereo not given)	i	0.27	i
CCOC(=O)NC(Nc1sc2c(c1C(N)=O)CCCC2)(C(=O)OCC)C(F)(F)F (stereo not given)	i	0.01	i
Cc1cc(-c2n[nH]c(=S)n2Cc2ccccc2)cs1	i	-0.52	i
O=C(/C=C\c1ccc2c(c1)OCO2)CC1(O)C(=O)Nc2ccccc21 (stereo not given)	i	0.08	i
CCN(C(=O)C12CC3CC(CC(C3)C1)C2)C1CCS(=O)(=O)C1 (stereo not given)	i	0.34	i
CC(Sc1nc(-c2ccccc2)cs1)C(=O)Nc1ccc(Cl)cn1 (stereo not given)	i	0.79	i
O=C1CCC2CCCCC2(O)O1 (stereo not given)	i	-0.78	i
COc1ccccc1NS(=O)(=O)c1cc(NC(=O)C2CCC2)ccc1N1CCCCC1	i	0.6	i
S=C(Nc1ccc(-c2nc3ccccc3[nH]2)cc1)Nc1cccnc1	i	-0.7	i
C=CCN(CC=C)S(=O)(=O)c1ccc2nc(NC(=O)C3CCCO3)sc2c1 (stereo not given)	i	-1.16	-5.01*

As a working copy, three of the compounds above:
SMILES	KCNQ2 block	Kir21 inh	CHT block
CCOC(=O)Cn1c(=O)cc(C)c2ccccc21	i	0.2	i
O=C(NCc1ccc(F)cc1)C1CC(=O)N(CCc2ccccc2)C1 (stereo not given)	i	0.27	i
CCOC(=O)NC(Nc1sc2c(c1C(N)=O)CCCC2)(C(=O)OCC)C(F)(F)F (stereo not given)	i	0.01	i

The list goes on:
SMILES	KCNQ2 block	Kir21 inh	CHT block
Cc1cccc(OCc2nnc(SCC(=O)Nc3cccc(C(=O)N4CCOCC4)c3)o2)c1C	i	-0.3	i
CN(c1ccccc1)S(=O)(=O)c1ccc2c(c1)oc(=O)n2C	i	-0.01	i
COc1ccc(C2NC(=O)c3ccccc3O2)cc1OC (stereo not given)	i	3.84	i
C=CCOc1ccc(/C=C2/C(=O)ON=C2C)cc1OC	i	-2.97	i
O=C(CNC1=NCCC1)c1ccc(Cl)cc1	i	2.33	i
O=C(CSc1ccc(-c2ccccn2)nn1)c1ccc(F)cc1	i	0.49	i
CCOC(=O)CN1CC23C=CC(O2)C(C(=O)NCc2ccc(F)cc2)C3C1=O (stereo not given)	i	-2.01	i
COc1cc(/C=C(/C#N)C(=O)NCCc2c[nH]c3ccccc23)ccc1OCc1ccccc1F	i	-0.61	i
CCCCC(=O)Nc1cc(N(C)C)nc2ccccc12	i	-0.67	i
CC(c1ccccc1)N1C(=O)c2cccnc2C1=O (stereo not given)	i	-0.03	i
CC(C)Oc1ccc(Cn2c(=O)sc3ccccc32)cc1	i	1.12	i
O=C(NNC(=O)C1CC1c1ccccc1)c1cccc([N+](=O)[O-])c1 (stereo not given)	i	2.09	i
O=C(CSc1ccsc1[N+](=O)[O-])N1CCN(c2ccc(Cl)cc2)CC1	i	0.23	i
